tim23-1 inh: growth inhibitors of tim23-1 mutant yeast, primary screen, luminescence, uHTS | S. cerevisiae tim23-1 growth, BacTiter-Glo luminescence, 24 h | inhibition, % at 20 µM | 330,000 tested, 1.3% active | AID 463212, 2010;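 active = growth inhibition of the mutant yeast at or above 50%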;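 note: temperature-sensitive mutant grown at 25 °C; plate controls were DMSO-treated mutant yeast for no effect and medium wells lacking yeast for full effect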
CHOP UPR activ: activators of apoptotic CHOP UPR arm, primary screen, cell-based, CHO-CHOP luciferase reporter, luminescence, uHTS; UPR activation; percent of tunicamycin response over DMSO baseline; activation, % at 10 µM; 330,000 tested, 0.34% active;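 active = at 10 µM dose, activation of 40% or more, normalized to positive control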;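 note: 100% = tunicamycin at 10 µg/mL and 0% = DMSO alone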
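Dosing – one dose, 10 µM in 0.5% DMSO · System – CHO-CHOP cells, stable luciferase reporter of PERK-eIF2a-CHOP signalling · Input – 500 cells/well · Control set – tunicamycin 10 µg/mL final as positive, DMSO-only wells as negative · Timing – 6 h compound treatment, 37 °C · Measure – % activation vs tunicamycin · Technique – luminescence read with Steady-Glo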
APJ antag: antagonists of human apelin receptor APJ, primary screen, CHO-K1 cells, beta-arrestin complementation, luminescence. 330,000 tested, 0.32% active. inhibition, % at 20 µM. P35414. AID 2521, 2010;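 active = inhibition above about 40% at 20 µM, limit read from the data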;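 note: cells challenged with 10 nM apelin-13 agonist together with compound; plate controls were apelin-13 plus DMSO wells for no effect and DMSO wells lacking apelin-13 for full effect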
Target sequence (P35414 whole entry, looked up): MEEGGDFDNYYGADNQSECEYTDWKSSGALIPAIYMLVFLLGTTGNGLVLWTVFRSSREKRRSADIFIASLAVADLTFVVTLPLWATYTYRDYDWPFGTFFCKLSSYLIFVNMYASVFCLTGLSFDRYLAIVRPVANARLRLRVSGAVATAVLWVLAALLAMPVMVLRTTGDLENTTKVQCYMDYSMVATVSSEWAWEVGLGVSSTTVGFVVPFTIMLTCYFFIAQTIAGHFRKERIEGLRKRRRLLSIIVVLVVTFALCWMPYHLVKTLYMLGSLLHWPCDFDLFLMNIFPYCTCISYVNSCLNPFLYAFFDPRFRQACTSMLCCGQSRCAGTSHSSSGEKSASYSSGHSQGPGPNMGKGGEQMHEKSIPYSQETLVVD
Jurkat NFkB inh: inhibitors of induced NF-kB luciferase reporter, primary screen, TCR NF-kB activation inhibitor project, cell-based, luminescence, uHTS; Jurkat, PMA/ionomycin-induced NF-kB luciferase reporter; inhibition, % at 4 µM; 330,000 tested, 0.53% active; AID 435003, 2010; in the data active = inhibition above about 50%
UPR XBP1 act: activators of adaptive XBP1 UPR arm, primary screen, cell-based, CHO-XBP1 luciferase reporter, luminescence, uHTS; IRE1-XBP1 UPR activation; percent of tunicamycin response, DMSO as zero; activation, % at 20 µM; 330,000 tested, 0.33% active;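 active = versus positive control, 20 µM dose yields 30% or more activation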;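 note: 100% = tunicamycin at 10 µg/mL and 0% = DMSO only wells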
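Material: CHO cell line with stable XBP1 luciferase reporter; buffer or medium: F12 medium containing 10% fetal bovine serum; compound: single point, 20 µM final compound, 1% DMSO; incubation: 6 h treatment, 37 °C; measured by: glow luminescence from Steady-Glo reagent; evaluation: activation, % of tunicamycin; control set: tunicamycin high, DMSO low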
697 NFkB inh: inhibitors of PMA/ionomycin-induced NF-kB reporter, 697 cells, primary screen, B-cell NF-kB inhibitor project, cell-based, luminescence, uHTS. 697 B-cell NF-kB luciferase reporter, 16 h. inhibition, % at 4 µM. 330,000 tested, 0.33% active; in the data active = inhibition above about 35%
APJ ag: agonists of human apelin receptor APJ, primary screen, CHO-K1 cells, PathHunter beta-arrestin, luminescence. P35414. 0% DMSO wells, 100% apelin. activation, % at 20 µM. 330,000 tested, 0.11% active;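 active = activation more than six SD over the plate average, tested at 20 µM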;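 note: 0% = DMSO alone and 100% = apelin-13 at 10 nM; some results filed as inactive read as strong as hits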
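Assay system – PathHunter CHO-K1 APJ (AGTRL-1) beta-arrestin reporter cells · Compound – one dose, 20 µM compound, 1% DMSO · Timing – compound 90 min 25 °C, reagent 1 h · Measured by – luminescence from split beta-galactosidase complementation, Galacton Star/Emerald II substrate · Measure – beta-arrestin recruitment to APJ as agonist activity, luminescent signal · Benchmarks – DMSO vs Apelin-13 10 nM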
Mdm2 MdmX PPI: inhibitors of human Mdm2-MdmX association, primary screen, cell-based, luminescence, split luciferase, SaOS-2, uHTS | Protein Mdm4 (Homo sapiens) + E3 ubiquitin-protein ligase Mdm2 (Homo sapiens), … | SaOS-2 split-luciferase Mdm2/MdmX complementation | inhibition, % at 8 µM | 330,000 tested, 3% active | AID 485346, 2010;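 active = inhibition of at least 50% at 8 µM in the primary screen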
* = called active by the depositor.

SMILES	tim23-1 inh	CHOP UPR activ	APJ antag	Jurkat NFkB inh	UPR XBP1 act	697 NFkB inh	APJ ag	Mdm2 MdmX PPI
CCCc1cc(=O)n2[nH]c(-c3ccco3)nc2n1	19	-0.8	4	-8	0	-3	-4	8
Cc1[nH]c2c(ccc3ccccc32)c1C1C(CCN)C1(C)C (stereo not given)	49	0.9	-4	5	7	11	0	61*
CCC(=O)Nc1cc(-c2nn3c(C)nnc3s2)ccc1C	-5	0.4	10	5	0	1	-3	13
CCN1CCc2nc(SCC(=O)Nc3ccc(OC)cc3)c(C#N)cc2C1	17	3.5	-7	-13	1	8	3	30
Cc1[nH]nc2c1C1(C(=O)N(Cc3ccc(Cl)cc3)c3ccccc31)C(C#N)=C(N)O2 (stereo not given)	11	1.2	8	-1	-1	-11	2	25
CC(C)(C)NC(=O)CN(C(=O)CN1C(=O)C(=O)c2ccccc21)C(C)(C)C	6	0.4	12	14	1	8	-2	8
CN(C)C1(CNC(=O)CC(NC(=O)c2ccccc2Cl)c2ccccc2)CCCCC1 (stereo not given)	14	3.9	-12	-23	0	3	0	7
COc1cccc(NC(=O)Cn2c(=O)n(-c3ccccc3)c(=O)c3sccc32)c1	3	-0.3	1	10	-1	4	-1	2
O=C(CCN1C(=O)c2ccccc2C1=O)NCc1cccc(Cl)c1	14	0.2	-10	-1	0	-16	-2	-17
CCCCn1c(=O)n(C)c(=O)c2c(C(F)(F)F)cc(-c3ccncc3)nc21	1	0.1	1	21	5	-44	3	9
CCn1c(CCC(=O)O)nc2cc(S(=O)(=O)N3CCOCC3)ccc21	-1	-0.6	9	5	-2	13	0	6
COCCn1c(SCC(=O)Nc2ccc3c(c2)OCCO3)nc2c(c1=O)SC(C)C2 (stereo not given)	8	4.2	-6	-46	5	-50	-4	-18
O=c1cc(O)c2ccccc2n1Cc1ccccc1	13	-1.4	8	-3	0	-3	-3	-30
COc1ccccc1N=NC1=C(O)CC(C)(C)CC1=O	15	-1.0	10	-3	1	-12	-4	9
Cc1ccc2c(c1)N(CCC(=O)NCC1CCCO1)C(=O)CO2 (stereo not given)	0	-0.3	-1	7	2	8	-1	9
Cc1ccc(OCCNC(=O)CCc2ccccc2)cc1C	5	2.2	-1	-6	-2	-5	-4	12
CCOC(=O)c1cc(-c2ccccc2)n(CC(=O)Nc2ccc(OC)cc2)c1C	15	-1.8	1	10	-3	-7	-8	24
CCc1cccc(NC(=O)CSCc2cc(=O)[nH][nH]2)c1	16	0.4	16	4	0	23	-3	10
C[C@H](CO)N1C[C@H](C)[C@@H](CN(C)S(=O)(=O)c2cccs2)Oc2c(NS(=O)(=O)c3ccc(F)cc3)cccc2C1=O	10	1.4	6	8	-3	9	-2	18
CS(=O)(=O)N(CC(=O)N1CCc2ccccc2C1)c1ccc(Br)cc1	13	1.4	15	-4	-1	4	1	4
COC(=O)c1ccccc1NC1CC(=O)N(c2c(C)cccc2C)C1=O (stereo not given)	21	0.0	6	-8	-3	2	-2	18
COc1ccc([C@@H]2[C@@H]3C(=O)N(C(C)(C)C)C(=O)[C@@H]3[C@]3(Cc4ccc(Cl)cc4)C(=O)N(c4ccc(C)cc4)C(=O)N23)cc1	3	-0.1	10	20	1	3	-3	34
O=C(N/C(=C/c1ccc([N+](=O)[O-])cc1)C(=O)N1CCCC1)c1ccccc1	3	1.1	-2	9	0	21	-2	10
COc1ccc(C(=O)OCCc2ccc(O)cc2)cc1	42	3.0	3	-121	7	-108	-3	-207
COC(=O)CSc1ncc(S(=O)(=O)c2ccccc2)c(=O)[nH]1	4	0.7	4	-4	-2	-1	0	-11

Next part.
SMILES	tim23-1 inh	CHOP UPR activ	APJ antag	Jurkat NFkB inh	UPR XBP1 act	697 NFkB inh	APJ ag	Mdm2 MdmX PPI
CCCOc1ccc(S(=O)(=O)N2CCN(C)CC2)c2ccccc12	23	1.1	-1	-12	-3	11	-2	23
Cc1ccc(NC(=O)c2cn(CCC#N)nc2-c2cccs2)c([N+](=O)[O-])c1	30	0.1	-8	4	-1	6	-1	-1
Cc1ccccc1OCC(=O)Nc1nc(-c2ccncc2)cs1	26	0.2	8	26	-2	-10	2	36
NC(=O)C1CCN(c2oc(-c3ccc(F)cc3)nc2S(=O)(=O)c2ccccc2)CC1	14	2.2	16	10	0	19	-4	5
COc1ccc(C(CNC(=O)C(CCSC)NC(=O)c2ccccc2OC)N2CCCCC2)cc1 (stereo not given)	2	-0.4	-7	-7	3	6	-8	39
C=C(C)CN(CC)c1nc(N)c2c(N)nc3c(c2c1C#N)CC(=O)N3C12CC3CC(CC(C3)C1)C2	9	7.9	18	35	5	16	2	84*
CCOC(=O)C1(Cc2cccc(Cl)c2)CCCN(C2CCN(C(C)=O)CC2)C1 (stereo not given)	18	-0.1	-16	-8	-1	0	3	27
Cc1ccccc1Oc1nc(-c2ccccn2)nc2ccccc12	56*	49*	9	4	18	-4	-10	34
CC1=CCC(C(=O)O)(C(=O)N/N=C/c2cccnc2)C(c2ccccc2)C1 (stereo not given)	-10	2.6	9	-4	0	2	-1	-26
CCCN1C2=NS(=O)(=O)CCN2c2ccccc21	-11	-0.2	10	12	-2	3	0	18
CC(=O)N1CCCc2cc(S(=O)(=O)NC(C(=O)NC(C)c3ccccc3)C(C)C)ccc21 (stereo not given)	4	-0.9	6	-7	1	5	-2	8
CCOc1ccc(C(=O)NC(C(=O)NCc2ccccc2OC)C(C)C)cc1 (stereo not given)	-1	3.0	-11	9	5	2	-4	28
CC(C)N(C(=O)CSc1nc2c([nH]1)c(=O)n(C)c(=O)n2C)c1ccccc1	-9	-1.2	14	-12	-2	9	-2	7
Cc1ccc(S(=O)(=O)n2nc(-c3ccco3)nc2N)cc1	11	1.2	13	-8	-1	28	0	4
OCC1(CCOc2ccccc2)CCN(Cc2nc3ccc(F)cc3[nH]2)CC1	19	1.8	-24	-6	-1	6	-5	-12
O=C(c1cc2c(s1)CCCCC2)N1CCN(c2ncccn2)CC1	36	2.0	26	3	4	-7	1	8
COc1cccc(C(=O)Nc2ncc3c(n2)CC(C)(C)CC3=O)c1	24	3.7	17	2	1	-38	-2	18
Clc1cccc(CNCC2CCCO2)c1Cl (stereo not given)	7	-0.8	19	4	-2	13	-3	10
O=C(Nc1ccc(F)cc1)C(c1ccccc1)N1CCN(S(=O)(=O)c2ccc3ccccc3c2)CC1 (stereo not given)	16	-1.0	-9	18	-2	18	-1	24
Cc1ccccc1CSc1nnc2ccc(-c3ccncc3)nn12	15	-2.7	15	6	-1	1	0	14
O=C1CC(c2ccccc2)n2nc(NC(=O)c3ccccn3)nc2N1 (stereo not given)	7	-4.8	2	-14	8	1	-5	23
Cc1ccc(NNC(=O)c2ccno2)cc1Cl	-5	-0.5	40	7	-1	-17	-12	-4
O=C(Nc1ccc(F)cc1F)c1cccn1-c1ncc(C(F)(F)F)cc1Cl	13	0.4	-15	7	2	13	-4	18
O=C(Cc1ccc(Cl)cc1)N/N=C/c1c(Cl)cccc1Cl	2	-0.7	-5	-19	2	-4	-2	29
CCOC(=O)c1c(N)sc2c1CCCC2=O	9	-0.3	16	-10	-2	20	0	26

Other records:
SMILES	tim23-1 inh	CHOP UPR activ	APJ antag	Jurkat NFkB inh	UPR XBP1 act	697 NFkB inh	APJ ag	Mdm2 MdmX PPI
O=C(CCC(=O)N1CCN(S(=O)(=O)c2ccc([N+](=O)[O-])cc2)CC1)N1CCOCC1	-12	-0.7	-14	-8	2	-2	0	-2
CCOc1ccccc1C1C(C#N)=C(SCC(=O)OC)NC(=O)C1C(=O)OC (stereo not given)	8	2.6	-4	14	-1	6	2	2
O=C(CCC1CCCC1)Nc1ccc(C(=O)NCc2cccnc2)cc1	8	-3.3	16	-17	0	10	0	6
Cc1cccc(N2CC(C(=O)Nc3nccs3)CC2=O)c1C (stereo not given)	-4	-1.4	-5	8	-2	5	-1	-18
Cc1ccc2c(c1)N(CC(=O)N(Cc1ccc3c(c1)OCO3)CC1CCCO1)C(=O)C(C)O2 (stereo not given)	35	-2.5	-20	-16	-2	-1	1	-3
CCn1cc(C(=O)N2CCN(c3ccccc3F)CC2)c(=O)c2ccc(C)nc21	11	-1.1	-43	0	3	-2	-2	2
CC(C)Cn1c(=O)c2ccccc2n2c(CCC(=O)NC3CCN(Cc4ccccc4)CC3)nnc12	15	0.4	12	11	0	-1	2	29
COc1ccc(C(=O)/C=C/C(=O)N(Cc2ccccc2)C(C(=O)NC2CCCCC2)c2ccncc2)c(O)c1 (stereo not given)	34	0.3	9	4	-2	-9	-5	22
CC12CN3CC(C)(CN(C1)C3c1ccc3ccccc3c1O)C2=O (stereo not given)	41	-1.6	10	5	-4	18	1	33
Fc1ccc(COc2ccc(-c3nnco3)cc2)cc1	8	3.8	-11	-22	4	-31	1	-13
Cc1cccc(NC(=O)Cn2nc(-c3cccs3)ccc2=O)c1C	-2	-0.7	0	4	-4	9	1	-12
COC(=O)c1c(NC(=O)c2cccs2)sc2c1CCC(C)C2 (stereo not given)	2	1.1	6	-65	5	-27	-5	-67
COc1ccccc1Cn1[nH]nnc1=S	-9	7.9	-20	-5	-2	-4	-1	-13
O=C(Cn1ncc2c3ccccc3n(Cc3ccccc3)c2c1=O)N1CCN(c2ccccn2)CC1	-2	1.0	-6	12	-2	14	-3	1
COC(=O)c1ccc(NC(=O)COc2ccc(S(=O)(=O)NC(C)(C)C)cc2)cc1	-18	-1.5	2	18	-2	13	1	-3
CCN(C(=O)CSc1nnc(Cn2nnc3ccccc32)o1)c1nc(C)cs1	14	-3.4	8	3	-1	-5	-3	14
Cc1cccc(/C=N/NC(=O)c2cc(C3CC3)nc3ccccc23)n1	18	0.6	8	11	-1	11	4	8
CCOc1ccc(S(=O)(=O)Nc2ccc(C(=O)NCC(c3ccco3)N(C)C)cc2)cc1 (stereo not given)	-5	1.3	-6	14	-4	7	1	7
CC1=C(C(=O)Nc2ccccn2)C(c2ccc(Br)cc2)n2ncnc2N1 (stereo not given)	18	-1.0	-2	-16	-1	20	-7	12
Cc1cccc(C(=O)NC(=S)Nc2cccc3nc(C)ccc23)c1	39	0.2	-19	7	-3	5	0	32

Profiles as entered above. Values in the order: tim23-1 inh, CHOP UPR activ, APJ antag, Jurkat NFkB inh, UPR XBP1 act, 697 NFkB inh, APJ ag, Mdm2 MdmX PPI
CCOc1ccccc1C1C(C#N)=C(SCC(=O)OC)NC(=O)C1C(=O)OC (stereo not given) reads 8, 2.6, -4, 14, -1, 6, 2, 2
CCOc1ccc(S(=O)(=O)Nc2ccc(C(=O)NCC(c3ccco3)N(C)C)cc2)cc1 (stereo not given) reads -5, 1.3, -6, 14, -4, 7, 1, 7
O=C(CCC(=O)N1CCN(S(=O)(=O)c2ccc([N+](=O)[O-])cc2)CC1)N1CCOCC1 reads -12, -0.7, -14, -8, 2, -2, 0, -2
Fc1ccc(COc2ccc(-c3nnco3)cc2)cc1 reads 8, 3.8, -11, -22, 4, -31, 1, -13
O=C(Cn1ncc2c3ccccc3n(Cc3ccccc3)c2c1=O)N1CCN(c2ccccn2)CC1 reads -2, 1.0, -6, 12, -2, 14, -3, 1

Source: PubChem BioAssay (Sanford-Burnham Center for Chemical Genomics)
